CSN deneddyl inh: inhibitors of human CSN-mediated cullin deneddylation. Purified CSN, SCF-Nedd8-OG deneddylation, fluorescence polarization. inhibition, % at 12.5 µM. actives 0.38% (n = 360,000);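 active means pattern-corrected inhibition above about 35%, with an unprinted fluorescence ratio check between 0.5 and 1.5, limit read from the data, passing the limit was not always enough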;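 further: 0% = enzyme with substrate and 100% = substrate without enzyme; some results filed as inactive read as strong as hits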
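Schedule: reaction 90 min, room temperature / Assay system: HEK293T-derived human Csn5 enzyme / Input: Csn5 at 0.24 nM final / Measure: inhibition of Csn5 cleavage, % / Control set: substrate-only high control, full reaction low control / Technique: fluorescence polarization of the substrate / Buffer or medium: Tris/NaCl/DTT buffer, pH 7.5 / Reagent: SCFSkp2-Nedd8OG substrate at 10 nM final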
LMPTP block: LMPTP (human) inhibition. actives 0.22% (n = 360,000). recombinant LMPTP-A, OMFP fluorogenic substrate, fluorescence intensity. P24666. inhibition, % at 20 µM;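 active means compounds that cut the enzyme signal by at least half of the control window in the single-dose screen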;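 further: plate controls were DMSO wells with enzyme plus substrate for no effect and substrate without enzyme for full effect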
Target sequence (P24666 whole entry, looked up): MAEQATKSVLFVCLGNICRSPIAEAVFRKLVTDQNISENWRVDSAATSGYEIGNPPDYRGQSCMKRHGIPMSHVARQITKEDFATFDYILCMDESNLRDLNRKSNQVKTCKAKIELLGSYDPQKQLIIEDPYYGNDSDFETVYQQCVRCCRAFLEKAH
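Assay system: LMPTP-A enzyme. Input: 0.625 nM LMPTP-A final. Probe or stimulus: 400 µM OMFP. Compound dosing: single 20 µM dose. Schedule: 50 min dark incubation at room temperature. Detection: fluorescence intensity of OMFP turnover product. Read-out: percent inhibition versus substrate-only and uninhibited controls. Benchmarks: no-enzyme low control, uninhibited high control.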
Tb MetRS inh: Trypanosoma brucei MetRS inhibition; purified T. brucei MetRS, ATP depletion, Kinase-Glo luminescence; inhibition, % at 11.9 µM; actives 0.4% (n = 360,000);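 active means inhibition above a per-plate cutoff of the control wells' mean inhibition plus 3 SD, cut at about 5.5% in these data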;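 further: 0% = DMSO wells median and 100% = median of wells with control inhibitor compound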
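assay system = parasite MetRS enzyme | timing = 15 min preincubation, 2 h reaction, all 25 °C | evaluation = percent inhibition relative to median high and low control wells | medium = HEPES buffer containing pyrophosphatase, BSA, spermine, DTT | compound = single dose, 11.9 µM final nominal, 0.9% final DMSO | detection = Kinase-Glo luminescence, ATP depletion format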
Rpn11 block: Rpn11 (human) deubiquitinase inhibition; O00487; human 26S proteasome, Ub4-pepOG fluorescence polarization; 20S core pre-blocked with epoxomicin; calls only at 20 µM; actives 0.59% (n = 360,000);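 active means inhibition at 20 µM, scaled to each plate's controls, above about 33%, limit read from the data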
SUMO1-SIM PPI: SUMO1-SIM interaction modulation; SUMO1 binding to a labelled peptide, TR-FRET, 1 h; AID 602429; P63165; actives 0.33% (n = 360,000); inhibition, % at 20 µM; in the data active means inhibition above about 37%
Target sequence (P63165 whole entry, looked up): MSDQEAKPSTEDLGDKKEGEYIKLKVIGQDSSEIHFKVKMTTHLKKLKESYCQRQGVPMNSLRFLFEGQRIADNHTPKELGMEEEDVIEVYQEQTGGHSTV
MsrA inhibitor: inhibitors of bovine MsrA | purified bovine MsrA, absorbance read-out | inhibition, % at 15.5 µM | actives 0.75% (n = 360,000) | AID 651718; in the data active means inhibition above about 4.5%;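 further: 0% = vehicle wells with enzyme and 100% = reference inhibitor wells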
STEP block: inhibitors of human striatal-enriched phosphatase STEP | P54829 | recombinant STEP, OMFP fluorogenic substrate, fluorescence | inhibition, % at 20 µM | actives 0.25% (n = 360,000) | AID 588621;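 active means inhibition at 20 µM, scaled per plate between control wells, above about 37%, limit read from the data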;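 further: 0% = DMSO with enzyme and substrate and 100% = substrate only without enzyme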
Target sequence (P54829 whole entry, looked up): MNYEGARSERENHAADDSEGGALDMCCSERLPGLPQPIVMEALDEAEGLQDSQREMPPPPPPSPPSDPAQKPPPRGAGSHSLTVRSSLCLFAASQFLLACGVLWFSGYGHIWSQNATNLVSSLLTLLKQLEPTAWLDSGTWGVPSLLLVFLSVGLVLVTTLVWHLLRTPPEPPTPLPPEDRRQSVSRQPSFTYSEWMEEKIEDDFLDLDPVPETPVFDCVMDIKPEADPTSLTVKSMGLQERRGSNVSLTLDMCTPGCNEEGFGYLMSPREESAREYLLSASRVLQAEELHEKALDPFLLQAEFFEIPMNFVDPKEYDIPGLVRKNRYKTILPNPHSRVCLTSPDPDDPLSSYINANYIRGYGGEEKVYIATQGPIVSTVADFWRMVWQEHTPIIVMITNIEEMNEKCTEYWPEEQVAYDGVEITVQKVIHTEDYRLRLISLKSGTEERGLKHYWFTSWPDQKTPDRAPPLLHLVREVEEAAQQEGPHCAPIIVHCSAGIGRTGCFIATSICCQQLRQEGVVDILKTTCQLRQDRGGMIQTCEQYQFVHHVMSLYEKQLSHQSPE
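material = STEP tyrosine phosphatase | reagent = fluorogenic phosphatase substrate OMFP at 25 µM final | doses = single compound dose of 20 µM, 1% DMSO final | schedule = 20 min reaction, room temperature, in the dark | measured by = fluorescence, 480/540 nm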
Scp1 inh: blocks human Scp-1 phosphatase activity; Q9GZU7; Recombinant Scp1, phosphopeptide, malachite green phosphate absorbance; inhibition, % at 20 µM; actives 0.88% (n = 340,000);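 active means inhibition above about 50% at 20 µM, limit read from the data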;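 further: plate controls were DMSO wells with enzyme for no effect and wells lacking enzyme for full effect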
Target sequence (Q9GZU7 76-261 limits assumed): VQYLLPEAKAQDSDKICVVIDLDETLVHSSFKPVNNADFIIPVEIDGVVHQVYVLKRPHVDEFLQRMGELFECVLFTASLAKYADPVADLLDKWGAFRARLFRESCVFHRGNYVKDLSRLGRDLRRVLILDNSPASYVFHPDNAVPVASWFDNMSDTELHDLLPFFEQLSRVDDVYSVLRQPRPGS
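Material: truncated SCP-1 phosphatase (76-261aa) / Buffer or medium: 50 mM Tris acetate pH 5.5, 0.005% Tween-20, 10 mM MgCl2 / Compound dosing: one concentration, 20 µM, with 1.0% DMSO / Incubation: 45 min room-temperature reaction, 5 min colour, 30 min stabiliser / Detection: colorimetric free-phosphate detection, absorbance 630 nm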
NadD inh: inhibitors of Staphylococcus aureus NadD | inhibition, % at 20 µM | purified NadD enzyme, colorimetric absorbance read-out | actives 0.78% (n = 360,000); in the data active means inhibition above about 26%; further: some compounds past the cut are filed as inactive
DNMT1 inh: inhibitors of human DNMT1. inhibition (reported as % activation of signal), % at 10 µM. P26358. actives 0.83% (n = 360,000). DNMT1 molecular beacon, Hinp1I cleavage, fluorescence; in the data active means inhibition above about 50%
Starred values were filed as active, the others as inactive; i = inactive; x = not tested or not shown; + = active, no number. Rows were taken by chance (roughly 3.9% active in at least one column).

CSN deneddyl inh	LMPTP block	Tb MetRS inh	Rpn11 block	SUMO1-SIM PPI	MsrA inhibitor	STEP block	Scp1 inh	NadD inh	DNMT1 inh	canonical_smiles
2	-0.1	0.7	i	13	0.3	6	1	0	6	Cc1ccc(NC(=O)c2cc3nc(C)cc(C)n3n2)cc1
0	-0.4	-0.3	i	0	0.3	-4	1	2	4	CCCn1cc(CN2CCC(n3nccc3NC(=O)C(OC)c3ccccc3)CC2)c(C)n1 (centres undefined)
-2	6.5	0.3	i	-7	2.1	2	6	14	0	COc1cc(C2C(C(=O)c3ccc(C)o3)=C(O)C(=O)N2CCc2ccccc2)ccc1O (centres undefined)
-4	-0.4	-0.1	i	-9	0.7	4	-11	-1	-15	O=C(c1ccccc1)C1C(=O)c2ccccc2C1=O
1	0.7	-0.1	i	-6	0.7	0	4	-5	7	Cc1cc(C)c2c3c(sc2n1)C(=O)N(c1ccccc1C)CC(=O)N3
-2	-2.5	0.1	i	1	1.5	-1	0	1	0	CCONC(=O)Nc1ccccc1
4	-2.5	-0.5	i	3	0.2	1	-3	-3	5	O=C(Nc1cccc(Cl)c1)c1ccccc1
-4	-0.9	-0.1	i	1	0.8	2	-5	-9	27	Cc1ccccc1CNC(=O)C1CCC(=O)N(C2CCCCCC2)C1 (centres undefined)
-4	-0.5	-1.3	i	0	-0.5	-2	-8	-3	-2	COC(=O)c1ccccc1NC1CC(=O)N(c2c(C)cccc2C)C1=O (centres undefined)
4	-1.1	-0.1	i	-1	0.4	-4	3	2	2	CCn1ncc(C2=NOC(C(=O)Nc3cccnc3)C2)c1C (centres undefined)
1	1.7	-0.4	i	-11	1.4	2	-10	-6	-2	O=C(/C=C/c1ccc(OCc2cccc(Cl)c2)cc1)N1CCOCC1
-2	0.7	-0.9	i	-30	1.9	0	-1	-4	1	CCOC(=O)c1sc(=S)n(-c2ccc(OC)cc2)c1N
1	33	-0.1	i	5	-0.7	2	-8	1	2	Clc1ccc(-c2nc(NCCN3CCOCC3)c3ccccc3n2)cc1
-1	2.7	-0.7	i	-10	0.1	0	-10	-4	-9	Cc1cc(C(=O)Nc2ccc(Nc3ccccc3)cc2)ccc1[N+](=O)[O-]
0	-1.8	-0.3	i	1	-0.2	2	46	3	0	Cc1ccc(NC(=O)CN2C(=O)CCSc3ccc(S(=O)(=O)N4CCCC4)cc32)cc1
-1	-0.3	0.5	i	5	-0.4	1	-4	5	-2	CC1CCN(C(=O)CSc2nnc(Cc3cccn3C)n2-c2ccc(F)cc2)CC1
2	-1.0	0.4	i	-1	-0.1	2	-2	0	-1	COC(=O)CN1C(=O)C2(C(C#N)=C(N)Oc3ccccc32)C2=C1CC(C)(C)CC2=O (centres undefined)
-1	1.7	-0.3	i	-3	-0.2	1	-5	4	0	O=C(NCC(=O)N1CCN(S(=O)(=O)c2ccccc2F)CC1)c1ccc(Br)o1
5	-1.1	-0.6	i	2	-1.6	0	-6	-7	-2	Cc1nnc(SCC(=O)NC2CCC(C)CC2)s1 (centres undefined)
5	-0.6	-0.4	i	2	-1.3	-2	-6	-6	-1	CCC(=O)c1ccc(OCC(=O)OCC(=O)Nc2c(C)n(C)n(-c3ccccc3)c2=O)cc1
-2	-0.7	-0.2	i	-2	0.3	1	-4	5	3	CC(=O)c1cccc(NC(=O)CCN2C(=O)C3CC=CCC3C2=O)c1 (centres undefined)
19	0.1	2.8	+	-46	3.0	-3	-11	0	2	CCOc1cc(/C=C2/N=C(C)C(C(=O)OC)=C2O)ccc1O
0	-0.7	-0.7	i	-13	0.3	1	-6	-3	-1	COCCN1C(=O)c2oc3c(C)cc(C)cc3c(=O)c2C1c1cccc(O)c1 (centres undefined)
-2	3.8	-1.8	i	4	0.4	4	-4	3	-8	COc1ccc(-c2csc3ncnc(N4CCN(c5ccccc5)CC4)c23)cc1
0	0.0	0.2	i	20	2.6	-4	-15	-3	0	CCC(Oc1ccccc1C)C(=O)Nc1ccc(S(=O)(=O)Nc2cc(C)on2)cc1 (centres undefined)
6	0.1	-0.7	i	0	0.1	-4	3	3	7	COc1ccc(C(CC(=O)O)NC(=O)c2sc3ccccc3c2Cl)cc1 (centres undefined)
4	-1.4	-1.0	i	0	-1.3	-4	-8	-2	-3	COc1ccc(-c2noc(-c3ccccc3C(=O)NCc3ccco3)n2)cc1OC
-2	0.2	-0.2	i	-4	0.8	1	3	1	-7	COc1ccc(/C=C2\SC(=O)N(CC(=O)Nc3cccc(C)c3)C2=O)cc1O
-3	-0.3	-0.1	i	-8	0.6	0	-11	4	2	O=C(Cn1c(=S)[nH]c2ccccc2c1=O)N1CCN(c2ccc(F)cc2)CC1
-1	0.2	0.3	i	-29	2.2	2	x	-3	0	CC1(C)CC(=O)C=C(c2ccc(COC(=O)c3ccccc3)cc2)C1=O
-3	1.1	-0.4	i	0	0.7	-1	-6	12	5	COc1ccccc1-n1nnnc1SCC(=O)NC1CC1
-3	3.6	-0.1	i	4	0.7	-8	-9	-4	-6	CC(C)C(=O)Nc1ccc(Sc2ccc(F)cc2)cc1
7	0.3	-0.1	i	3	-1.1	-1	4	2	1	Cn1c(=O)c2c(SCC(=O)N3CCOCC3)nc(-c3ccccc3Cl)nc2n(C)c1=O
-3	0.2	-0.4	i	-1	-0.9	3	-5	6	-1	COC(=O)c1ccc(N(C(=O)CNC(=O)c2ccco2)C(C(=O)NC2CCCC2)c2ccco2)cc1 (centres undefined)
4	5.2	0.1	i	-1	0.2	0	-4	9	2	S=c1[nH]nc(-c2ccco2)n1/N=C/c1c(Cl)cccc1Cl
0	-1.0	3.6	i	3	-1.5	1	-1	4	-1	Cc1cc(Cl)ccc1NNC(N)=S
-3	-0.2	-0.5	i	11	-0.5	2	-7	6	1	COc1ccc(S(=O)(=O)N2CCC(C(=O)N(CC(C)C)C3CCS(=O)(=O)C3)CC2)cc1OC (centres undefined)
30	-0.3	-1.2	+	-30	0.0	1	3	3	-4	CCOc1ccc(-n2c(O)c(/C=N/c3ccnn3Cc3ccncc3)c3ccccc3c2=O)cc1
1	-1.6	0.4	i	2	-1.0	-2	-5	-3	0	O=C(C1CCC1)N1CCN(c2ccccc2)CC1
1	0.6	-0.6	i	-2	0.8	3	-6	-5	4	Cn1c(=O)c2c(nc(N3CCN(Cc4ccccc4)CC3)n2CC(=O)c2ccccc2)n(C)c1=O
1	-0.4	-0.6	i	3	1.2	4	-11	-7	-9	CCN(CCNC(=O)C1CCN(Cc2nc(-c3cccc(Cl)c3)oc2C)CC1)c1ccccc1
-4	0.1	-0.2	i	4	-0.5	-2	-9	-1	-10	CC(C)[C@H](NC(=O)c1ccccc1)C(=O)Nc1ccc2c(c1)OCO2
-2	-0.4	0.4	i	0	-0.3	2	-5	-5	-1	O=C(c1ccc(N2CCOCC2)nc1)N1CCOCC1
2	-0.7	-0.9	i	0	0.2	-1	-6	-1	0	FC(F)(F)c1ccccc1-c1nc(-c2ccncc2)no1
0	2.3	-0.7	i	-4	-0.3	4	-9	6	-8	COc1ccc(-n2c(C)cc(C(=O)COC(=O)Cc3n[nH]c(=O)c4ccccc34)c2C)cc1
1	0.0	0.4	i	2	-0.9	0	-8	0	10	Cc1nc(C(=O)NC2CC2)sc1C1(C)CC(c2ccccc2)=NO1 (centres undefined)
5	-0.1	-0.1	i	-3	-1.1	1	17	8	7	O=C(COC(=O)c1ccc([N+](=O)[O-])o1)Nc1ncc(Cl)cc1Cl
6	-0.6	-0.7	i	5	-0.5	-1	-5	3	2	NC(=O)CN1CCCC1c1ccc2c(c1)OCCO2 (centres undefined)
0	-2.6	0.6	i	-14	2.4	2	-2	0	4	CC(=O)N/C(=C\c1cccc([N+](=O)[O-])c1)C(=O)NC(C)C
4	1.6	-0.8	i	0	-1.1	2	-11	-9	1	O=C(c1ccc(Cl)s1)N1CCc2ccccc21
-8	-0.9	-0.4	i	1	1.4	0	-8	-4	-1	O=C(CSc1nn(-c2ccc(Cl)cc2)c(=S)s1)NCC1CCCO1 (centres undefined)
2	0.9	0.4	i	2	2.6	-3	-6	-1	2	COc1c(O)cc2oc(-c3ccc(O)cc3)cc(=O)c2c1O
4	0.2	0.0	i	-1	-1.9	2	-8	-9	-1	Cc1ccc(CS(=O)(=O)Cc2ccc(C(=O)NCCc3ccccc3)o2)cc1
-1	3.8	0.0	i	5	-0.8	-3	3	3	-12	CCc1cc(-c2n[nH]c(C)c2-c2ccccc2Cl)c(O)cc1OC
-6	-1.4	-0.7	i	3	0.9	1	-9	3	0	O=C(c1cccc(F)c1)N1CCN(Cc2cccc(Br)c2)CC1
3	-1.0	-0.5	i	5	-0.7	2	-5	4	2	COc1ccc(NC(=O)C2CCN(S(C)(=O)=O)CC2)cc1OC
5	4.5	-1.4	i	-2	1.1	2	-7	-7	-6	Cc1ccc(NC(=O)c2c(C(F)(F)F)nn(C)c2SCc2ccc(Cl)cc2)cc1C

Single records (already shown). Screens in order: CSN deneddyl inh, LMPTP block, Tb MetRS inh, Rpn11 block, SUMO1-SIM PPI, MsrA inhibitor, STEP block, Scp1 inh, NadD inh, DNMT1 inh
Shown for O=C(c1ccc(N2CCOCC2)nc1)N1CCOCC1 → -2, -0.4, 0.4, i, 0, -0.3, 2, -5, -5, -1
Shown for COc1ccc(-n2c(C)cc(C(=O)COC(=O)Cc3n[nH]c(=O)c4ccccc34)c2C)cc1 → 0, 2.3, -0.7, i, -4, -0.3, 4, -9, 6, -8
Shown for Cc1ccc(CS(=O)(=O)Cc2ccc(C(=O)NCCc3ccccc3)o2)cc1 → 4, 0.2, 0.0, i, -1, -1.9, 2, -8, -9, -1
Shown for FC(F)(F)c1ccccc1-c1nc(-c2ccncc2)no1 → 2, -0.7, -0.9, i, 0, 0.2, -1, -6, -1, 0
Shown for CC(=O)N/C(=C\c1cccc([N+](=O)[O-])c1)C(=O)NC(C)C → 0, -2.6, 0.6, i, -14, 2.4, 2, -2, 0, 4

Source: PubChem BioAssay (several laboratories)
